Source: PubChem (several laboratories)
RGS8-Gao reg – human RGS8-Galphao interaction regulation | 0.34% of 220,000 active | P09471 | multiplexed bead flow cytometry, RGS8-Galphao binding; actives lie on both sides | response (percent of control binding), % at 10 µM | AID 1423; in the data active means response below about 60% or above about 140%; inactive means in between;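 further: Galphao activated as the GDP aluminium fluoride complex binding bead-coupled RGS8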
Target sequence (P09471 whole entry, looked up): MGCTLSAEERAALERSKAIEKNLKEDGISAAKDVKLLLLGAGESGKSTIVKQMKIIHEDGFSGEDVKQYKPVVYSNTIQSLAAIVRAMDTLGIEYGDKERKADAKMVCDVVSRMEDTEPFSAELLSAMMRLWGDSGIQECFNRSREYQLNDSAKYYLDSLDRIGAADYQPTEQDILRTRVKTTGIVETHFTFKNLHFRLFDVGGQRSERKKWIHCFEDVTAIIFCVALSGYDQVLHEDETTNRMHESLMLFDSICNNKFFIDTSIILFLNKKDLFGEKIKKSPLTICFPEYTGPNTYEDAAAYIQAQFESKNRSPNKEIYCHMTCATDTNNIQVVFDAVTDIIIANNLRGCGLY
Rac1 mut GTP – human Rac1 activated mutant GTP binding change; P63000; GST-Rac1 activated beads, fluorescent GTP binding, flow cytometry; actives lie on both sides; 100% means binding = to untreated wells; percent activity (GTP binding), % at 10 µM; 0.11% of 190,000 active;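 active means GTP binding at least 20 percentage points away from the 100% baseline, in either direction, so actives lie on both sides; inconclusive means Compound likely fluorescent itself, or too few beads counted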
Mcl1 Noxa PPI – Mcl-1/Noxa interaction inhibition; TR-FRET Mcl-1/Noxa peptide binding, 2 h; inhibition, % at 21.7 µM; 1.5% of 220,000 active; AID 1022;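 active means compounds that cut the protein-peptide binding signal by more than 50% relative to plate controls in a single-dose test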;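 further: His-tagged Mcl-1 with rhodamine Noxa BH3 peptide and terbium anti-His antibody; 0% = Mcl-1 plus Noxa peptide wells and 100% = peptide-only wells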
Target sequence (Q07820 whole entry, looked up): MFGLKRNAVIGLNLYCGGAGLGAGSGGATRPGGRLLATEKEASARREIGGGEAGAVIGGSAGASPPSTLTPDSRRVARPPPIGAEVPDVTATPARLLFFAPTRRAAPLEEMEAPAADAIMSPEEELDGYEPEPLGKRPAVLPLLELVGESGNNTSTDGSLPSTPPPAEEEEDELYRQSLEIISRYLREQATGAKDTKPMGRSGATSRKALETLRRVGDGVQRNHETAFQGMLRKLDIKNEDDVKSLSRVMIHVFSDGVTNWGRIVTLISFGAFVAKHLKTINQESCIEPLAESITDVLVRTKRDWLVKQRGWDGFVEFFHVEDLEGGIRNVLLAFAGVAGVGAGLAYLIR
Rab7 wt GTP bind – modulators of GTP binding to dog Rab7 wildtype GTPase | 0.055% of 190,000 active | GTP binding activity (percent of control), % at 10 µM | GST-Rab7 beads, fluorescent GTP binding, flow cytometry; actives lie on both sides; untreated = 100%, excess cold GTP = 0% | AID 758;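 active means fluorescent GTP binding to Rab7 beads changed by at least 20 points from the 100% baseline, either direction, mostly lower; inconclusive means compound itself probably fluorescent, or too few beads counted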;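 further: median green fluorescence of bound Bodipy-FL-GTP per Rab7 bead population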
HRas wt GTP – changes GTP binding to wildtype human HRas | GST-Ras wt beads, Bodipy-FL-GTP binding, flow cytometry; actives lie on both sides | GTP binding activity, % at 10 µM | 0.14% of 190,000 active | P01112;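 active means GTP binding activity at least 20% away from the 100% baseline, either lowered as inhibitor or raised as activator; inconclusive means flagged as likely green fluorescent, judged across all proteins in the well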;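 further: 0% = unlabeled GTP competition control and 100% = no-compound control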
Pf gametocyte – P. falciparum stage V gametocyte viability inhibition | P. falciparum stage V gametocytes, ATP luminescence, 24 h | inhibition, % at 10.9 µM | 0.065% of 150,000 active;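 active means inhibition above the mean plus 3 SD of compounds within the control limits, set per campaign, cut at about 38% in these data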;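 further: 0% = DMSO wells and 100% = medium only without gametocytes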
Bim-Mcl-1 – human Bim-Mcl-1 interaction inhibition. Q07820. Bead-based flow cytometry, Bim peptide-Mcl-1 binding. inhibition, % at 10 µM. 0.1% of 190,000 active; in the data active means inhibition above about 40%;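 further: 0% = no compound tracer wells and 100% = peptide blocker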
Rab2 wt GTP – changes GTP binding to wildtype dog Rab2A, up or down; P61105; GST-Rab2 wt beads, Bodipy-GTP binding, flow cytometry; GTP binding activity, % at 10 µM; 0.19% of 190,000 active;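 active means GTP binding activity at least 20 points away from 100%, either lowered or raised; inconclusive means signal likely due to the compound's own green fluorescence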;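 further: 0% = beads with excess unlabeled GTP and 100% = no-compound control corrected for plate trend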
Mcl1 Bid PPI – Mcl-1/Bid interaction inhibition. Q07820. TR-FRET Mcl-1/Bid-Dy647 peptide binding, 1536-well. inhibition, % at 21.7 µM. 0.97% of 220,000 active;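 active means compounds that cut the binding signal by more than half at the single screening dose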;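 further: His-tagged Mcl-1 with europium anti-His antibody binding Bid BH3 peptide; 0% = Mcl-1 plus peptide wells and 100% = peptide-only wells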
Cdc42 wt – changes GTP binding to wildtype human Cdc42; P60953; 0.2% of 190,000 active; percent activity (GTP binding), % at 10 µM; GST-Cdc42 beads, Bodipy-GTP binding, flow cytometry; actives lie on both sides; AID 761;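 active means percent activity GTP binding at least 20 points away from the 100% baseline, either down as inhibitor or up as activator; inconclusive means compound flagged as likely green fluorescent from well-wide comparison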;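 further: median bead fluorescence of bound Bodipy-FL-GTP at 100 nM; 0% = excess unlabeled GTP control and 100% = no compound control; below 100% means less GTP binding so inhibitor and above means activator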
Target sequence (P60953 whole entry, looked up): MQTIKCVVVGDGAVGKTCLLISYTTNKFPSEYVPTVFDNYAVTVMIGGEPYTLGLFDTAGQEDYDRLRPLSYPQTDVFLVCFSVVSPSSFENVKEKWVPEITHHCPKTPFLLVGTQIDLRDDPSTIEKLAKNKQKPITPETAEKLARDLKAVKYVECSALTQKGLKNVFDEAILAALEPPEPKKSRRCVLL
Rac1 wt GTP bind – modulators of human Rac1 wildtype GTP binding | P63000 | GST-Rac1 beads, fluorescent GTP binding, flow cytometry; actives lie on both sides; 0 = cold GTP competed, 100 = untreated | GTP binding activity (% of control), % at 10 µM | 0.27% of 190,000 active;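 active means GTP binding activity at least 20 points away from the 100% control level, either lower or higher; inconclusive means compound flagged as likely green fluorescent, judged across all proteins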
Starred values were filed as active, the others as inactive; u = inconclusive; x = no result given. Hits appear at their usual frequency; any-hit rate near 2.9%.

SMILES	RGS8-Gao reg	Rac1 mut GTP	Mcl1 Noxa PPI	Rab7 wt GTP bind	HRas wt GTP	Pf gametocyte	Bim-Mcl-1	Rab2 wt GTP	Mcl1 Bid PPI	Cdc42 wt	Rac1 wt GTP bind
CC(NC(=O)C1CCCC1)C1CC2CCC1C2 (stereo not given)	101	97	16	98	98	-10	-4	96	-4	100	100
CC(C)Sc1nnc(NC(=O)CCc2ccccc2)s1	102	100	9	103	101	8	-1	100	-15	99	104
COc1ccc(NC(=O)NC23CC4(C)CC(C)(CC(C)(C4)C2)C3)cc1OC	107	102	-7	99	100	x	-3	101	-22	101	102
COc1ccc(NC(=O)CS(=O)CC(=O)NC2CCCc3ccccc32)cc1 (stereo not given)	96	102	7	97	107	x	0	107	-28	106	104
O=S(=O)(c1ccc(N2CCCC2)nc1)N1CCOCC1	101	101	5	103	103	-21	-4	103	-9	102	105
CS(=O)(=O)N1CCc2cc(-c3csc(NC(=O)Cc4cccs4)n3)ccc21	105	92	13	95	94	22	-5	97	8	92	89
Oc1c(C=Nc2cccc3cccnc23)sc2ccccc12	95	u	-10	u	u	-3	-9	u	49	u	u
COc1ccc(CCNC(=O)CC2Nc3cc(C)c(C)cc3NC2=O)cc1OC (stereo not given)	94	99	-1	101	100	x	-5	101	-31	101	104
COc1ccc(C2CC(C(F)(F)F)n3ncc(C(=O)NCc4cccnc4)c3N2)cc1OC (stereo not given)	101	96	22	101	99	x	4	98	-11	98	98
COc1ccc(S(=O)(=O)N2CCC(C(=O)NCC3CCCO3)CC2)cc1OC (stereo not given)	102	97	12	108	99	-1	-3	100	2	98	101
O=C(c1ccc(-c2cccc(Cl)c2)o1)N1CCN(c2ccc([N+](=O)[O-])cc2)CC1	99	97	8	99	99	x	-4	96	8	100	99
O=C1S/C(=C/c2ccccc2F)C(=O)N1CCN=C1NS(=O)(=O)c2ccccc21	106	101	35	100	98	x	-1	97	-7	101	100
Fc1ccccc1Cc1noc(CN2CCN(C/C=C/c3ccccc3)CC2)n1	99	99	0	96	98	-8	-1	95	-13	99	104
Cn1c(COc2ccccc2)nnc1SCc1nc2ccccc2[nH]1	99	93	x	94	95	-22	-2	92	-39	95	90
CCc1cc(=O)oc2cc(OCC(=O)OC)c(Cl)cc12	105	98	-14	96	97	-19	1	98	-19	100	98
CCNC(=S)NNC(=O)c1ccncc1	102	103	12	101	103	-4	-3	103	-34	104	102
CCS(=O)(=O)NCCc1cc2ccc(C)cc2[nH]c1=O	99	97	6	98	98	x	1	96	10	97	99
O=C(N/N=C/c1ccc([N+](=O)[O-])o1)c1cc(-c2ccc(-c3ccccc3)cc2)nc2ccccc12	100	92	23	91	94	6	-1	94	-47	93	95
Cc1cccc[n+]1CCCCCCCCCC[n+]1ccccc1C	100	96	-4	97	99	x	-2	96	-25	99	101
O=C(CCC(=O)Nc1cccc(Cl)c1)N/N=C/c1cc([N+](=O)[O-])ccc1O	90	89	-57	93	89	-5	0	87	-65	86	93
Cn1c(C(=O)OC(C(=O)NCC2CCCO2)c2cccnc2)cc2sccc21 (stereo not given)	100	99	-5	98	97	24	2	100	-34	99	100
CCn1cc(CNC(=O)CC2C(=O)NCCN2CC(c2ccccc2)c2ccccc2)cn1 (stereo not given)	102	95	16	96	96	-14	-3	95	-8	94	98
CCCCn1c(SCC(=O)Nc2cc(C)on2)nc2ccsc2c1=O	96	92	12	86	84	x	4	90	-13	92	90
COc1ccc(OC)c(C(=O)CSc2nnnn2C)c1	99	100	-4	100	101	-2	1	98	-14	102	105
O=C(NCCN1CCOCC1)c1ccc(F)cc1	101	100	4	102	100	x	0	100	-7	101	100
CCCSc1nc(N)c(C#N)c(-c2ccc(C)cc2)c1C#N	102	101	-21	98	99	7	0	101	-13	99	102
O=C(CCC(=O)CCN1CCCCC1)CCN1CCCCC1	101	100	-27	97	100	x	-6	100	-30	100	105
CN(c1ccccc1C(=O)Nc1ccc(F)c(Cl)c1)S(C)(=O)=O	103	96	16	95	97	-18	-3	96	-15	97	99
N#CCSc1nnc(C2CCCCC2)n1Cc1ccccc1	104	93	4	93	97	x	-3	95	-2	96	94
CCOC(=O)C1=C(C)N(C)C(C)=C(C(=O)OCC)C1c1ccncc1	95	97	3	99	100	x	-2	103	-47	99	102
CCc1ccc2oc(=O)cc(CN3CCCCC3C)c2c1 (stereo not given)	102	97	4	100	97	x	-3	96	-1	97	98
Cc1cccc(-c2nnnn2-c2cccc(C)c2)c1	103	u	-8	u	u	4	0	u	-19	u	u
CCn1cnc2sc(C(=O)Nc3ccc4c(c3)OCO4)c(C)c2c1=O	102	99	1	101	101	x	0	98	-21	102	107
CC1CCCCN1C(=O)CNCC1CCCO1 (stereo not given)	100	97	24	99	103	x	0	98	24	104	104
O=C(O)c1cc(-c2ccc(Cl)cc2)n(-c2ccc(Cl)cc2)n1	104	90	-9	99	96	-7	2	93	-7	90	92
C=CCNC(=O)CN1C2CCCC1CC(NC(=O)c1ccccc1C)C2 (stereo not given)	95	100	13	98	101	-16	-7	99	-9	109	110
CC(=O)c1ccc(NC(=O)c2cc(CC(C)C)on2)cc1	101	100	-4	96	101	x	-6	99	-5	102	104
Cn1ccnc1SCC(=O)Nc1ccc2c(c1)OCO2	106	96	27	106	98	18	-2	99	-57	95	103
COc1ccc(S(=O)(=O)N2CCOCC2)cc1C(C)C	103	102	-14	103	103	-18	0	103	-15	105	107
CC(=O)c1cccc(NS(=O)(=O)c2c(C)noc2C)c1	101	103	-20	102	107	x	0	107	-8	107	107
Cc1cccc(-n2ncc3c(NCc4ccccc4)ncnc32)c1	102	99	9	96	99	x	-4	98	-9	103	104
Cn1c(SCC(=O)N2CCN(Cc3ccccc3)CC2)nnc1-c1ccncc1	99	94	11	98	99	20	-3	97	-36	102	96
Cc1nn(C)cc1/C=N/NC(=O)c1sc2ccccc2c1Cl	100	100	18	100	104	x	-4	104	-17	106	109
CC12CC(NC(=O)N1c1cccc(C(=O)NCc3ccc4c(c3)OCO4)c1)c1cc(Cl)ccc1O2 (stereo not given)	97	100	-3	103	100	6	-2	102	1	103	103
CCC1=[N+](CC(=O)c2ccc(C)cc2)CCn2cccc21	103	97	18	93	97	-6	-4	94	-25	96	95
Cc1ccc2nc(C)c(C(=O)NN=C3CCN(C)CC3)n2c1	103	97	7	110	99	5	0	98	-20	100	99
COc1cc(-c2noc(CCCC(=O)NC3CCCCC3)n2)cc(OC)c1OC	103	100	20	102	104	22	-1	102	7	103	109
COc1ccc(S(=O)(=O)N2CCC3(CC2)OCCO3)cc1	99	96	28	94	97	x	-2	97	-5	97	99
CCCOc1ccc(/C(O)=C2/C(=O)C(=O)N(CCCn3ccnc3)C2c2ccco2)cc1 (stereo not given)	102	95	-4	100	98	-5	0	99	-109	98	101
Cc1noc(NS(=O)(=O)c2ccc(NC(=O)C34CC5CC(C3)CC(n3cnc(Br)n3)(C5)C4)cc2)c1C	97	98	0	100	97	13	-2	96	-24	97	101
Next compounds follow.
SMILES	RGS8-Gao reg	Rac1 mut GTP	Mcl1 Noxa PPI	Rab7 wt GTP bind	HRas wt GTP	Pf gametocyte	Bim-Mcl-1	Rab2 wt GTP	Mcl1 Bid PPI	Cdc42 wt	Rac1 wt GTP bind
N#Cc1cc2ccccc2nc1SCC(=O)Nc1ccccc1N1CCOCC1	106	95	-15	100	99	x	0	97	-9	100	100
C=CCn1c(SCC(O)Cn2c3ccccc3c3ccccc32)nnc1-c1ccco1 (stereo not given)	99	96	20	96	98	x	-1	96	17	96	99
CCCCNC(=O)c1nnn(-c2ccccc2)c1N	96	96	-2	100	98	11	22	95	0	98	97
CCOC(=O)C1CCCN(CC(=O)Nc2c(C(=O)OC)[nH]c3ccccc23)C1 (stereo not given)	104	96	-1	94	99	x	0	94	-20	100	96
CC(=O)NS(=O)(=O)c1ccc(N=c2ssc3c2-c2ccc(C)cc2NC3(C)C)cc1	97	97	9	97	99	-20	-2	97	-37	96	103
O=S1(=O)CC(N2CCOCC2)c2ccccc21 (stereo not given)	103	101	-3	99	102	x	0	99	-15	101	108
O=[N+]([O-])c1ccc(Cl)c(C2Nc3cccc4cccc(c34)N2)c1	103	83	x	89	89	-3	-2	84	-31	88	85
O=C(Cn1cc(C(F)(F)F)ccc1=O)N/N=C/c1ccc(F)cc1	99	96	21	99	97	2	-4	97	1	100	101
Cc1cc(C(=O)N/N=C/c2cccs2)n[nH]1	99	97	5	92	97	-4	0	96	3	99	101
CN=Cc1nc(-c2ccccc2)oc1O	118	95	7	97	96	24	x	96	-43	96	94

Two compounds from above, limited to Cdc42 wt.
structure,Cdc42 wt
C=CCNC(=O)CN1C2CCCC1CC(NC(=O)c1ccccc1C)C2 (stereo not given),109
CC(=O)c1ccc(NC(=O)c2cc(CC(C)C)on2)cc1,102

(more compounds)
SMILES	RGS8-Gao reg	Rac1 mut GTP	Mcl1 Noxa PPI	Rab7 wt GTP bind	HRas wt GTP	Pf gametocyte	Bim-Mcl-1	Rab2 wt GTP	Mcl1 Bid PPI	Cdc42 wt	Rac1 wt GTP bind
COc1cc(C(=O)NCC(c2cccnc2)N2CCN(C)CC2)cc(OC)c1OC (stereo not given)	102	97	1	102	102	x	-2	101	-19	101	99
CCOc1cc(C(=O)NCCN2CCOCC2)cc(OCC)c1OCC	102	101	5	94	100	x	0	100	-17	100	105
COc1ccc(S(=O)(=O)N2CN(CCc3ccc(OC)c(OC)c3)c3nc4ccccc4nc32)cc1	102	98	2	100	100	-6	-1	98	-27	100	104
NNc1ncnc2c1cnn2-c1ccccc1	102	97	19	94	97	x	4	94	-11	96	97
CC(=O)c1c(C)n(CCO)c2ccc(O)cc12	102	100	7	99	102	x	-3	100	-15	101	103
C/C(=N/NC(=O)CSc1ccccn1)c1ccc([N+](=O)[O-])cc1	104	96	-7	96	96	-5	-2	96	-13	102	102
O=C(CCN1C(=O)/C(=C\c2ccccc2Cl)SC1=S)N1CCN(c2ccccc2)CC1	101	93	2	98	98	21	-4	93	0	92	98
Cc1ccc(S(=O)(=O)N2CCOCC2)cc1C(=O)NCc1ccc2c(c1)OCO2	102	102	4	103	104	-16	-1	102	-8	102	106
COc1ccccc1N(C)S(=O)(=O)c1ccc(C(=O)N(CC(N)=O)C(C)C)cc1	100	100	1	103	102	x	-5	102	-8	102	106
COc1ccc(S(=O)(=O)Nc2cc([N+](=O)[O-])ccc2OC)cc1	104	102	10	100	102	10	-1	100	-11	101	104
Cc1cc(C)c(NC(=O)C2CC(=O)N(Cc3ccccc3)C2)c(C)c1 (stereo not given)	106	98	19	95	98	19	1	98	-7	92	96
